Compound activity (PubChem BioAssay)
TDP-43 yeast inh: qHTS of TDP-43 Inhibitors. TDP-43 expressing yeast growth rescue, BacTiter-Glo, 24 h. Potency, µM (titrated, usually from 46.1 µM), inactives show top-dose growth rescue (activation), actives largely listed as activators. actives 1.8% (n = 410,000); note: potency is the fitted concentration of half-maximal effect; % of control where 0% means no effect; nearly all actives have a fitted effect of over 50% in size
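Cell-based yeast growth screen: TDP-43 expression induced in galactose, inoculum OD600=0.02 after raffinose pregrowth to mid-log. Read-out BacTiter-Glo luminescence at 24 hr, 30 deg C; inhibition of toxicity seen as signal increase.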
FUS suppressor: qHTS for Suppressors of FUS Proteinopathy: Primary screen using FUS-linked yeast assay. S. cerevisiae FUS-expressing, growth rescue, OD600, 24 h. Potency, µM (titrated, usually from 76.6 µM), for inactives: top-dose growth rescue (activation), most hits filed as activators. actives 0.24% (n = 390,000). AID 1347120, 2019;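 note: potency is the fitted concentration of half-maximal effect; plate controls were DMSO vehicle for no effect and reference control for full effect; nearly all actives have a fitted effect of over 55% in size; some results filed as inactive show a strong effect at the top dose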
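Yeast FUS proteinopathy model; galactose-induced FUS (2%), starting OD 0.005. Cpds in dilution series, 24hr, 30C, 99% humidity. Abs 600 nm growth. Pos ctrl CP55940 (top 92uM final); neg ctrl DMSO.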
GLP-1R inv ag: qHTS of GLP-1 Receptor Inverse Agonists (Inhibition Mode); HEK293 GLP-1R CRE-luciferase, luminescence, 24 h; GLP-1R form is constitutively active; Potency, µM (series often up to 38.3 µM), for the others: top-dose activity change, negative = inhibition, actives largely listed as inhibitors; actives 1.6% (n = 410,000); note: potency is the fitted concentration of half-maximal effect; % is set by controls: 0 for no effect and ±100 for the full control effect; nearly all actives have a fitted effect of over 55% in size
Target sequence (P43220 whole entry, looked up): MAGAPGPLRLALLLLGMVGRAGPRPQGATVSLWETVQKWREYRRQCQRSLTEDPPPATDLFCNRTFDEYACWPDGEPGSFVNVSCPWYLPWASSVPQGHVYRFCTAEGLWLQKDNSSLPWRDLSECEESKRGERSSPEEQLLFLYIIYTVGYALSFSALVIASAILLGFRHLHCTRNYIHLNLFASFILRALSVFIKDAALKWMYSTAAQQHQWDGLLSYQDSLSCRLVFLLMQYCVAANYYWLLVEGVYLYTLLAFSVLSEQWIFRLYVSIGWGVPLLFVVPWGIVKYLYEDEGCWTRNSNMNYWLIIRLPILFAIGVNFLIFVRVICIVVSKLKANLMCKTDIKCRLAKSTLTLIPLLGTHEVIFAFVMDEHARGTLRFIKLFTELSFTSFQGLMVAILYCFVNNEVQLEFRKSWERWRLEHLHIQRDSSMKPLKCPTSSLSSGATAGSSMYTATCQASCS
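Using stably transfected HEK293 (constitutively active GLP-1R, cAMP-luciferase reporter), compounds were incubated 24 hr and luciferase measured by luminescence.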
pAkt inh: HTS Assay for Inhibitors of Akt Phophorylation: Primary Screen | actives 0.32% (n = 360,000) | activity change, % for hits at 50 µM | Neuro2A IGF-stimulated pAkt S473 HTRF, 20 min; active compounds read low; in the data active = activity change below about -80%; inconclusive = mostly about -51% to -80%; note: % is set by controls: 0 for no effect and ±100 for the full control effect
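Neuro2A cells in DMEM with 0.5% FBS, overnight at 37 deg C, given compound at single 50 µM final, then IGF (6 nM final) for 20 min at 37 deg C. Lysed; phospho-Akt Ser473 by HTRF after 24 h, 665/615 ratio.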
DRD3 antagonist: qHTS of D3 Dopamine Receptor Antagonist: qHTS; max response, negative = inhibition, %; actives 2.5% (n = 360,000); D(3) dopamine receptor (Homo sapiens), P35462; AID 652054, 2013; D3R cells, DiscoveRx beta-arrestin luminescence, antagonist mode; active compounds read low; in the data active = max response below about -50%; inconclusive = no clear call, values can overlap the other calls; note: % is set by controls: 0 for no effect and ±100 for the full control effect; mostly tested at two doses, the higher about 12 µM
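Cells expressing the human receptor were seeded at 1500 cells/well, incubated overnight at 37 degrees C in 5% CO2, then exposed to library compounds with dopamine controls for 90 minutes at 37 degrees C before luminescent detection.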
Abeta yeast res: qHTS for compounds that reverse cellular toxicity of Amyloid beta (A-beta) peptide in yeast: Primary Screen; yeast expressing A-beta42, growth rescue, OD600, 48 h; response scale: 0% DMSO, 100% iron-clioquinol control; Potency, µM (titrated, usually from 46.1 µM), inactives show at the top dose growth rescue, actives largely listed as activators; actives 0.063% (n = 410,000); note: potency is the fitted concentration of half-maximal effect; nearly all actives have a fitted effect of over 55% in size
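Growth rescue measured by 600 nm absorbance after 48 h yeast culture at 30 C with compound. Values normalized between DMSO and an equimolar ferric chloride plus clioquinol control.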
aSyn rescue: qHTS of alpha-syn Inhibitors | Yeast expressing alpha-synuclein, growth rescue, BacTiter-Glo, 24 h | Potency, µM (doses to about 46.1 µM), inactives show at the highest dose growth rescue (activation), actives largely listed as activators | actives 0.14% (n = 370,000); note: potency is the fitted concentration of half-maximal effect; % of control where 0% means no effect; nearly all actives have a fitted effect of over 65% in size
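Rescue of yeast growth: cells expressing toxic alpha-synuclein, induced in galactose at OD600 0.02, incubated with compound 24 h at 30 C. ATP luminescence quantified growth; inhibitors of toxicity appear as activators.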
PTHR1 ag: qHTS for PTHR1 Agonists: Primary Screen. Parathyroid hormone/parathyroid hormone-related peptide receptor (Homo sapiens), Q03431. HEK293 GP2 PTHR1 cells, GloSensor cAMP luminescence, 1 h. Potency, µM (top dose mostly 115 µM), for inactives: at the highest dose activation, usual class: activators. actives 0.075% (n = 410,000). AID 743266, 2014; note: potency is the fitted concentration of half-maximal effect; nearly all actives have a fitted effect of over 55% in size; some results filed as inactive show a strong effect at the top dose; inactives centre near -15; many of its hits are not listed in these tables
Target sequence (Q03431 whole entry, looked up): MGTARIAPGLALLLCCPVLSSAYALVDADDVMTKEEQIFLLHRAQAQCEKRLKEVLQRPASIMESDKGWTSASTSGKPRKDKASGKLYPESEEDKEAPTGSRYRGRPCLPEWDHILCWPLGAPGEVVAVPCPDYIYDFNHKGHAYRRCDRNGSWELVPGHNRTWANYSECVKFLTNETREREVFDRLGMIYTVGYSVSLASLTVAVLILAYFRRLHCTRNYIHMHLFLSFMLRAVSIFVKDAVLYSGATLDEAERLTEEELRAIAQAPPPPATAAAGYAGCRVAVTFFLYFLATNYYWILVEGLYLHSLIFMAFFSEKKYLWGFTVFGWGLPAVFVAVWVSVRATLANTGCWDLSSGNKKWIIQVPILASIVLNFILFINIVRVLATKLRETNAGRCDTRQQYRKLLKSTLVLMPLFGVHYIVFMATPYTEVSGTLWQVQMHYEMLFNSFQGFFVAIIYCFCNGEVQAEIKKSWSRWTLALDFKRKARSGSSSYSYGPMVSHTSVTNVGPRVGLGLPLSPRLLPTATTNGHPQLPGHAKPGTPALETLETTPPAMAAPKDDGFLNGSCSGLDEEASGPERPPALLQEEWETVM
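HEK-293-derived GP2 cells expressing PTHR1 and a GloSensor cAMP reporter, 3,000/well, plated overnight, given luciferin plus IBMX (each 0.5 mM as added) for 1 h at 37 °C, then compound for 1 h at 37 °C. Luminescence was read after 15 min at room temperature.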
GLP-1R agonist: qHTS of GLP-1 Receptor Agonists. HEK293 GLP-1R CRE-luciferase, luminescence, 4-6 h; cells express a hypersensitive GLP-1R form. actives 0.007% (n = 380,000). Glucagon-like peptide 1 receptor (Homo sapiens), P43220. Potency, µM (top dose mostly 45.6 µM), without a hit: top-dose activation, usual class: activators; note: potency is the fitted concentration of half-maximal effect; % of control where 0% means no effect
Starred values were filed as active, the others as inactive; i = inactive; ? = inconclusive; / = not tested or not shown; [ ] = another dose, or the depositor's remark. Unless noted, calls come from the whole dose curve; as a rule, active = well fitted curve in the direction sought with a large enough effect; inconclusive = small, poorly fitted or top-dose-only effect, or another doubt; inactive = no such curve, though single readings can be large; an effect the other way counts as inactive or inconclusive. The list is partial; rates above refer to the full screens.

SMILES	TDP-43 yeast inh	FUS suppressor	GLP-1R inv ag	pAkt inh	DRD3 antagonist	Abeta yeast res	aSyn rescue	PTHR1 ag	GLP-1R agonist
N=c1c(C(=O)NCc2ccco2)cc2c(=O)n3ccccc3nc2n1Cc1ccc(Cl)cc1	9%	?	0%	i	?	4%	0%	i	5%
O=C(Nc1nc2cc(Cl)ccc2s1)C1CCCN(S(=O)(=O)c2cccc3cccnc23)C1 (stereo unspecified)	23%	0%	?	i	11	-14%	-10%	i	-1%
CN(C)S(=O)(=O)c1cccc(C(=O)Nc2cc3c(cc2C(=O)O)OCCCO3)c1	13%	-14%	4%	i	12	1%	7%	-26%	-5%
COc1ccccc1/C=C1\SC(=S)N(NS(=O)(=O)c2ccc(C)cc2)C1=O	-17%	-2%	?	i	-22	-12%	1%	i	-6%
O=C(Nc1ccccc1Cl)C1CCN(c2nc3ccccc3[nH]2)CC1	20%	0%	2%	/	/	11%	/	i	/
COC(=O)c1sccc1NC(=O)CC1C(=O)NCCN1C(=O)c1ccc(C)c(C)c1 (stereo unspecified)	-2%	10%	6%	i	1	0%	10%	i	6%
COc1cc(O)c(C(C)=O)cc1OC	13%	11%	0%	i	15	9%	6%	i	15%
COc1ccc(Cn2c(=O)[nH]c3cc(C(=O)N4CCN(c5ccc(OC)cc5)CC4)ccc3c2=O)cc1	-3%	2%	12%	i	4	0%	0%	-10%	0%
CCOc1cc(C(N)=O)cc(Br)c1OCC	-2%	3%	0%	i	-19	0%	4%	i	-9%
CCC(C(=O)Nc1ccc2[nH]ncc2c1)c1ccccc1 (stereo unspecified)	10%	6%	4%	i	-10	7%	2%	-8%	-7%
CN1/C(=C/C=N/n2cnnc2)C(C)(C)c2ccccc21	-7%	-10%	4%	i	-17	-2%	0%	21%[57.5 µM]	-1%
O=C(NN1CCOCC1)c1cccc(F)c1	15%	-7%	11%	i	28	14%	-2%	i	-4%
COCCNC(=O)c1cccc(Nc2nc3ccccc3n3nnnc23)c1	23%	2%	26%	/	/	8%	/	-51%[inhibitor]	/
CCOc1ccc(CCNC(=O)CN2C(=O)NC3(CCCCC3)C2=O)cc1OCC	9%	21%	13%	i	-18	-10%	4%	i	8%
CCNC(=S)N(Cc1ccco1)Cc1cc2cc3c(cc2[nH]c1=O)OCCO3	4%	-7%	7%	i	0	10%	-3%	i	-2%
O=C(N/C(=C\c1ccc(Br)cc1)C(=O)N1CCCC1)c1cccs1	-6%	18%	?	i	-17	-14%	1%	-67%[inhibitor]	8%
CN(c1ccccc1C(=O)N1CCN(c2cccc(Cl)c2)CC1)S(C)(=O)=O	-21%	22%	0%	/	3	14%	0%	-7%[57.5 µM]	-6%
CN(C)c1ncc(C(=O)O)cn1	4%	?	17%	i	10	-3%	6%	i	8%
CCOn1c(=O)c(=O)n(OCc2ccccc2)c2ccccc21	?	-7%	0%	i	17	17%	7%	i	3%
Cc1cc2cc(CN(CC3CCCO3)C(=S)NCc3ccco3)c(=O)[nH]c2cc1C (stereo unspecified)	6%	/	?	i	-17	-3%	9%	-18%	1%

Not a retest: 5 of the compounds above.
SMILES	TDP-43 yeast inh	FUS suppressor	GLP-1R inv ag	pAkt inh	DRD3 antagonist	Abeta yeast res	aSyn rescue	PTHR1 ag	GLP-1R agonist
O=C(N/C(=C\c1ccc(Br)cc1)C(=O)N1CCCC1)c1cccs1	-6%	18%	?	i	-17	-14%	1%	-67%[inhibitor]	8%
CN(c1ccccc1C(=O)N1CCN(c2cccc(Cl)c2)CC1)S(C)(=O)=O	-21%	22%	0%	/	3	14%	0%	-7%[57.5 µM]	-6%
CN(C)c1ncc(C(=O)O)cn1	4%	?	17%	i	10	-3%	6%	i	8%
CCOn1c(=O)c(=O)n(OCc2ccccc2)c2ccccc21	?	-7%	0%	i	17	17%	7%	i	3%
Cc1cc2cc(CN(CC3CCCO3)C(=S)NCc3ccco3)c(=O)[nH]c2cc1C (stereo unspecified)	6%	/	?	i	-17	-3%	9%	-18%	1%

Following part.
SMILES	TDP-43 yeast inh	FUS suppressor	GLP-1R inv ag	pAkt inh	DRD3 antagonist	Abeta yeast res	aSyn rescue	PTHR1 ag	GLP-1R agonist
CCSc1nnc(NC(=O)C2(C)Cc3ccccc3C(=O)O2)s1 (stereo unspecified)	27%	31%	3%	/	-27	-10%	?	-22%[57.5 µM]	-2%
COc1ccc(NC(=O)CSc2nnc(Cc3ccccc3)o2)c(OC)c1	-8%	0%	-17%	i	9	21%	0%	-19%	-5%
Cc1cc2c(c(SCC#N)n1)C(=O)OC2	11%	-21%	8%	i	11	8%	-1%	i	9%
CC(=O)N1CCN(CC(=O)Nc2cc(S(=O)(=O)N3CCCCC3)ccc2C)CC1	10%	-6%	1%	i	6	8%	3%	-7%	-1%
Cc1cc(/C=N/NS(=O)(=O)c2ccc(F)c(Cl)c2)no1	-2%	-6%	31%	i	2	-5%	-5%	i	-4%
O=C1/C(=C/c2ccccn2)SC(=S)N1Nc1ncc(C(F)(F)F)cc1Cl	-2%	40%	0%	i	-25	?	-18%	-12%	11%
CC(C)C(NS(=O)(=O)c1cccc2nsnc12)C(=O)N1CCCCC1 (stereo unspecified)	-13%	-15%	6%	i	5	14%	9%	-8%	-2%
O=C(O)CNS(=O)(=O)/C=C/c1ccccc1	-13%	12%	6%	i	-5	2%	-1%	i	0%
CCOC(=O)c1[nH]nc(-c2cc(CC)c(O)cc2O)c1-c1cscn1	0%	11%	-20%	/	-9	7%	-8%	-10%[57.5 µM]	1%
CCCC(=O)Nc1cc(OC)c(C(=O)OC)cc1Cl	-13%	2%	11%	i	11	9%	-5%	i	0%

Among those listed so far, 2 contain a thiophene ring, fused or not:
SMILES	TDP-43 yeast inh	FUS suppressor	GLP-1R inv ag	pAkt inh	DRD3 antagonist	Abeta yeast res	aSyn rescue	PTHR1 ag	GLP-1R agonist
COC(=O)c1sccc1NC(=O)CC1C(=O)NCCN1C(=O)c1ccc(C)c(C)c1 (stereo unspecified)	-2%	10%	6%	i	1	0%	10%	i	6%
O=C(N/C(=C\c1ccc(Br)cc1)C(=O)N1CCCC1)c1cccs1	-6%	18%	?	i	-17	-14%	1%	-67%[inhibitor]	8%

Quoted at random: two records from the list
SMILES	TDP-43 yeast inh	FUS suppressor	GLP-1R inv ag	pAkt inh	DRD3 antagonist	Abeta yeast res	aSyn rescue	PTHR1 ag	GLP-1R agonist
CC(C)C(NS(=O)(=O)c1cccc2nsnc12)C(=O)N1CCCCC1 (stereo unspecified)	-13%	-15%	6%	i	5	14%	9%	-8%	-2%
Cc1cc2c(c(SCC#N)n1)C(=O)OC2	11%	-21%	8%	i	11	8%	-1%	i	9%

New compounds follow
SMILES	TDP-43 yeast inh	FUS suppressor	GLP-1R inv ag	pAkt inh	DRD3 antagonist	Abeta yeast res	aSyn rescue	PTHR1 ag	GLP-1R agonist
Cc1nnc(Cc2ccccc2)c2n[nH]c(C)c12	24%	-29%	-22%	i	2	2%	-10%	i	2%
N=c1oc2c3c4c(cc2cc1C(=O)Nc1ccccc1)CCCN4CCC3	13%	12%	?	i	14	-5%	6%	-27%	-9%
Cc1cn([C@H]2C[C@H](O)[C@@H](CCC(=O)NCCc3c[nH]c4ccccc34)O2)c(=O)[nH]c1=O	7%	-17%	14%	i	5	-4%	-8%	-19%	2%
CCOc1ccc(NC(=O)CSc2nnc(C(C)C)n2CC)cc1	-7%	-3%	-2%	i	-9	20%	-6%	?	-10%
CN(Cc1ccccc1)C(=O)CSc1nc2c(c(C(F)(F)F)n1)CCc1ccccc1-2	-24%	18%	-5%	i	11	2%	-3%	i	-8%
CCN(CC)S(=O)(=O)c1ccc2nc(COC(=O)c3n[nH]c4ccccc34)[nH]c2c1	-9%	57%	3%	i	19	-1%	7%	i	1%
CCOc1ccc(-c2cc(C(=O)NCCCn3ccnc3)c3cc(Br)ccc3n2)cc1	-39%[inhibitor]	26%	?	i	-8	-17%	-4%	i	-5%
CC1Cc2ccccc2N1C(=O)CSc1nnc2c(n1)[nH]c1ccccc12 (stereo unspecified)	-1%	-4%	26%	/	-20	-3%	9%	-13%[57.5 µM]	23%
CC(C)c1ccc(OCC(=O)N(Cc2ccc(N(C)C)cc2)C2CCS(=O)(=O)C2)cc1 (stereo unspecified)	12%	37%	-20%	/	/	9%	/	-55%	/
Cc1cccc(C(=O)Nc2cccc(OCc3cc(=O)n4cc(C)sc4n3)c2)c1	13%	-28%	-10%	/	/	0%	/	-7%	2%
CCCC(O)(c1ccc(Br)cc1)C(CN1CCOCC1)c1ccc(Cl)cc1 (stereo unspecified)	-4%	?	?	i	-26	?	7%	i	9%
COC(=O)N(C)C[C@H]1OCc2cn(nn2)CCCC(=O)N([C@@H](C)CO)C[C@@H]1C	0%	-12%	28%	i	3	8%	-3%	-7%	10%
COc1ccc(-c2noc(Cn3cc(S(=O)(=O)N4CCCC4)ccc3=O)n2)cc1	12%	/	-14%	i	-12	1%	0%	-19%	-22%
O=C(NC1CCN(Cc2ccccc2)CC1)c1cc(-c2ccccn2)nc2ccccc12	9%	9%	-4%	i	-20	7%	3%	?	2%
CCN1CCN(C(c2ccccc2)c2nnnn2C(C)(C)C)CC1 (stereo unspecified)	15%	6%	19%	i	4	-10%	0%	i	3%
